Assay outcomes: PubChem, several laboratories
K1F lysis inhibition: protection from phage-mediated lysis, alamar blue read-out – E. coli UTI89, K1F phage, bacterial capsule biogenesis inhibitors (AID 488966); one-dose inhibition, % at 100 µM; IC50 in µM for titrated hits; E. coli UTI89 K1F phage lysis, alamar blue, 2 h; higher % means a stronger effect; 340,000 tested, 0.02% active;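 active means phage lysis inhibition, versus mean bacterial control, above a set limit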;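 further: capsule biogenesis inhibitors block K1F phage lysis so surviving cells raise fluorescence; higher fluorescence means more inhibition of phage lysis; actives were called in the ten point dose series up to 300 µM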
T cell HTS: T cell immune modulation candidate | calls only at 7 µM | AID 2052 | 330,000 tested, 0.068% active | 2C CD8+ T cell-vesicle binding, flow cytometry; stronger effect = lower value;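 active means response, share of CD8 T cells binding vesicles, and their 90th percentile fluorescence all below set limits, cut at about 80% in these data, passing the limit was not always enough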
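Material: 2C TCR transgenic mouse naive CD8+ T cells, MACS-purified. Also added: QL9-charged Drosophila Ld/ICAM-1/B7-1 vesicles. Timing: binding 1.5 h at 37 °C. Measured by: high-throughput flow cytometry with anti-B7-1 and anti-CD8 staining. Read-out: percent CD8+ FL2 mean versus row control. Controls: Unloaded micro-vesicles (low), QL9 vesicles with 0.7% DMSO (high).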
T cell HTS vesicle-bound %: second read-out of T cell HTS, no call of its own (marks repeat the call); double positive events, %; measured here: CD8+ vesicle-bound cell fraction;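 binding gate set so that unloaded-vesicle control wells show 10% double positive cells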
Active calls of the source: *; [ ] = remark or other dose.

How did CCC(CN(C)C)Oc1cc(NCc2ccccc2)c2ncn(C(C)C)c2c1 (stereo not given) do in these assays?
K1F lysis inhibition: 1.0%; T cell HTS: inactive; T cell HTS vesicle-bound %: 3

What do the screens show for `COc1cc(SC)ccc1C(=O)NNC(=O)C1COc2ccccc2O1` (stereo not given)?
K1F lysis inhibition: 0.2%; T cell HTS: inactive; T cell HTS vesicle-bound %: 23

What do the screens show for `COc1ccc(OCC(=O)NNC(=O)C2CCC2)cc1`?
K1F lysis inhibition: 0.2%[50 µM]; T cell HTS: inactive; T cell HTS vesicle-bound %: 56

Results for COc1ccc(NS(=O)(=O)c2ccc(C(=O)N3CCC(C)CC3)cc2)cc1 ?
K1F lysis inhibition: -3.5%; T cell HTS: inactive; T cell HTS vesicle-bound %: 55

How did N#Cc1ccc(C(=O)Nc2cc(S(=O)(=O)N3CCOCC3)ccc2N2CCCC2)cc1 do in these assays?
K1F lysis inhibition: 0.6%[50 µM]; T cell HTS: inactive; T cell HTS vesicle-bound %: 5

How did Cc1cc(NC(=O)CN(C)CC(=O)Nc2ccc(Cl)cc2)no1 do in these assays?
K1F lysis inhibition: -1.1%; T cell HTS: inactive; T cell HTS vesicle-bound %: 36

Results for Cn1nc(C(=O)NNC(=O)c2cccc(Cl)c2)c2ccccc2c1=O ?
K1F lysis inhibition: 4.0%; T cell HTS: inactive; T cell HTS vesicle-bound %: 29

What do the screens show for `CC(C)c1nc(SCC(=O)Nc2cccc3ccccc23)n[nH]1`?
K1F lysis inhibition: -0.2%; T cell HTS: inactive; T cell HTS vesicle-bound %: 49

Results for COc1ccc(N2C(=O)N3[C@@H]4c5ccccc5OC[C@@H]4[C@@H](c4ccccc4)[C@@]3(C)C2=O)cc1 ?
K1F lysis inhibition: 2.3%; T cell HTS: inactive; T cell HTS vesicle-bound %: 9

How did CCOc1ccc(C(=O)NNC(=O)CN2C(=O)C3CC=CCC3C2=O)cc1OC (stereo not given) do in these assays?
K1F lysis inhibition: 0.2%[50 µM]; T cell HTS: inactive; T cell HTS vesicle-bound %: 38

How did O=C(COc1ccc(Cl)cc1)OCC(=O)N1CCOCC1 do in these assays?
K1F lysis inhibition: 1.0%[50 µM]; T cell HTS: inactive; T cell HTS vesicle-bound %: 34

What do the screens show for `CN(C(=O)CN1C(=O)c2ccccc2S1(=O)=O)C1CCCCC1`?
K1F lysis inhibition: -1.8%; T cell HTS: inactive; T cell HTS vesicle-bound %: 7

Copied from the listing, three compounds:
How did CCC(CN(C)C)Oc1cc(NCc2ccccc2)c2ncn(C(C)C)c2c1 (stereo not given) do in these assays?
K1F lysis inhibition: 1.0%; T cell HTS: inactive; T cell HTS vesicle-bound %: 3

What do the screens show for `COc1cc(SC)ccc1C(=O)NNC(=O)C1COc2ccccc2O1` (stereo not given)?
K1F lysis inhibition: 0.2%; T cell HTS: inactive; T cell HTS vesicle-bound %: 23

What do the screens show for `COc1ccc(OCC(=O)NNC(=O)C2CCC2)cc1`?
K1F lysis inhibition: 0.2%[50 µM]; T cell HTS: inactive; T cell HTS vesicle-bound %: 56

Some of these compounds in order of SMILES length, low to high.
What do the screens show for `COc1ccc(OCC(=O)NNC(=O)C2CCC2)cc1`?
K1F lysis inhibition: 0.2%[50 µM]; T cell HTS: inactive; T cell HTS vesicle-bound %: 56

How did Cc1cc(NC(=O)CN(C)CC(=O)Nc2ccc(Cl)cc2)no1 do in these assays?
K1F lysis inhibition: -1.1%; T cell HTS: inactive; T cell HTS vesicle-bound %: 36

What do the screens show for `CN(C(=O)CN1C(=O)c2ccccc2S1(=O)=O)C1CCCCC1`?
K1F lysis inhibition: -1.8%; T cell HTS: inactive; T cell HTS vesicle-bound %: 7

New compounds follow:
Results for COc1ccc2c(c1)CCCC21NC(=O)N(CC(=O)NCc2cccs2)C1=O (stereo not given) ?
K1F lysis inhibition: -2.5%; T cell HTS: inactive; T cell HTS vesicle-bound %: 28

How did O=C(COc1ccccc1[N+](=O)[O-])OCC(=O)c1ccc(Br)s1 do in these assays?
K1F lysis inhibition: -1.8%; T cell HTS: inactive; T cell HTS vesicle-bound %: 41

How did O=C(Cc1ccccc1F)Nc1cccc(S(=O)(=O)N2CCOCC2)c1 do in these assays?
K1F lysis inhibition: -3.7%; T cell HTS: inactive; T cell HTS vesicle-bound %: 45

Results for Cc1ccc(S(=O)(=O)Nc2ccc3c(c2)C(=O)N([C@H](C)CO)C[C@H](C)[C@@H](CN(C)Cc2ccc(-c4ccccc4)cc2)O3)cc1 ?
K1F lysis inhibition: 8.7%; T cell HTS: inactive; T cell HTS vesicle-bound %: 10

What do the screens show for `O=C(Nc1cc(Cl)ccc1N1CCOCC1)c1ccc(=O)[nH]c1`?
K1F lysis inhibition: 0.7%; T cell HTS: inactive; T cell HTS vesicle-bound %: 48

Results for COc1ccc(S(=O)(=O)N(C)C[C@H]2Oc3c(NC(=O)C4CC4)cccc3C(=O)N([C@H](C)CO)C[C@@H]2C)cc1 ?
K1F lysis inhibition: 0.6%; T cell HTS: inactive; T cell HTS vesicle-bound %: 8

What do the screens show for `COc1cc(OC)cc(-c2sc3ccc(OC)cc3c2-c2ccc(O)cc2)c1`?
K1F lysis inhibition: -0.7%; T cell HTS: inactive; T cell HTS vesicle-bound %: 22

What do the screens show for `C=CC[C@@H](CC(=O)N(CCO)Cc1ccccc1)C(=O)N[C@@H](C)COC(=O)[C@@H](CC=C)CC(=O)OC(C)(C)C`?
K1F lysis inhibition: -0.9%; T cell HTS: inactive; T cell HTS vesicle-bound %: 22

What do the screens show for `CC(NC(=O)C1CCN(C(=O)c2ccc(F)cc2)CC1)c1ccc(S(N)(=O)=O)cc1` (stereo not given)?
K1F lysis inhibition: -1.3%; T cell HTS: inactive; T cell HTS vesicle-bound %: 54

Results for c1nc(C2CCCCC2)cc2cc3c(cc12)OCO3 ?
K1F lysis inhibition: 0.1%; T cell HTS: inactive; T cell HTS vesicle-bound %: 7

How did Cc1ccc(NC(=O)c2nc[nH]c2C(=O)NCCCCCCNC(=O)c2[nH]cnc2C(=O)Nc2ccc(C)cc2)cc1 do in these assays?
K1F lysis inhibition: 0.7%; T cell HTS: inactive; T cell HTS vesicle-bound %: 12

What do the screens show for `COc1ccc(C(=O)NNC(=O)c2ccc(F)c(S(=O)(=O)N3CCOCC3)c2)cc1`?
K1F lysis inhibition: 2.3%; T cell HTS: inactive; T cell HTS vesicle-bound %: 38

How did O=C(COC(=O)/C=C/c1ccccc1)NCCc1ccc(F)cc1 do in these assays?
K1F lysis inhibition: 0.4%; T cell HTS: inactive; T cell HTS vesicle-bound %: 29

What do the screens show for `COc1cc(OC)cc(-c2c(C#Cc3ccsc3)c3cc(-c4ccc(SC)cc4)ccc3n2C)c1`?
K1F lysis inhibition: 1.0%; T cell HTS: inactive; T cell HTS vesicle-bound %: 27

How did COc1cccc(-c2sc3ccccc3c2-c2ccc(OCCN3CCCC3)cc2)c1 do in these assays?
K1F lysis inhibition: -1.9%; T cell HTS: inactive; T cell HTS vesicle-bound %: 7

Results for CN(C)S(=O)(=O)c1ccc(NC(=O)CSc2nnc(-c3ccco3)o2)cc1 ?
K1F lysis inhibition: 1.1%[50 µM]; T cell HTS: inactive; T cell HTS vesicle-bound %: 33

Results for Cn1cccc1C(=O)OCC(=O)NC(=O)c1ccc(Cl)cc1 ?
K1F lysis inhibition: 1.6%; T cell HTS: inactive; T cell HTS vesicle-bound %: 35

How did COc1ccc(-c2cc(C(=O)OCC(=O)N3CCOCC3)c3ccccc3n2)cc1 do in these assays?
K1F lysis inhibition: -3.3%; T cell HTS: inactive; T cell HTS vesicle-bound %: 50

What do the screens show for `CC(=O)Nc1ccc(S(=O)(=O)Nc2ccc(N3CCCCC3)cc2)cc1`?
K1F lysis inhibition: -0.1%[50 µM]; T cell HTS: inactive; T cell HTS vesicle-bound %: 50

How did Cc1noc(C)c1C(=O)NC(Cc1c[nH]c2ccccc12)C(=O)O (stereo not given) do in these assays?
K1F lysis inhibition: 4.9%; T cell HTS: inactive; T cell HTS vesicle-bound %: 53

How did O=S(=O)(c1ccc2ccccc2c1)N1CCN(S(=O)(=O)c2c(F)cccc2F)CC1 do in these assays?
K1F lysis inhibition: 1.9%; T cell HTS: inactive; T cell HTS vesicle-bound %: 12

How did O=C(Nc1cccc(C(F)(F)F)c1)OCc1ccncc1 do in these assays?
K1F lysis inhibition: inactive; T cell HTS: inactive; T cell HTS vesicle-bound %: 36

What do the screens show for `COc1ccc(-c2nc3ccc(Cl)cn3c2NC2CCCCC2)cc1SC1CCCCC1`?
K1F lysis inhibition: 0.5%; T cell HTS: inactive; T cell HTS vesicle-bound %: 2

How did COc1ccc(NC(=O)COC(=O)Cn2cnc3ccccc32)cc1 do in these assays?
K1F lysis inhibition: 1.1%[50 µM]; T cell HTS: inactive; T cell HTS vesicle-bound %: 54

What do the screens show for `O=C(COC(=O)c1ccc(O)cc1)Nc1ccc(S(=O)(=O)N2CCOCC2)cc1`?
K1F lysis inhibition: 0.5%[50 µM]; T cell HTS: inactive; T cell HTS vesicle-bound %: 55

How did Cc1cn(-c2cccnc2)c(C)c1CNC[C@H]1O[C@@H](n2cnc3c(N)ncnc32)[C@H](O)[C@@H]1O do in these assays?
K1F lysis inhibition: -0.2%; T cell HTS: inactive; T cell HTS vesicle-bound %: 11

What do the screens show for `CCOC(=O)[C@@H]1[C@H]2COc3cc(OC)ccc3[C@H]2N2C(=O)N(c3ccccc3)C(=O)[C@]12C`?
K1F lysis inhibition: 3.1%; T cell HTS: inactive; T cell HTS vesicle-bound %: 10

Results for CC(NC(=O)c1ccco1)C(=O)N1CC=C(c2ccccc2)CC1 (stereo not given) ?
K1F lysis inhibition: 0.3%[50 µM]; T cell HTS: inactive; T cell HTS vesicle-bound %: 42

How did COc1cc(CC(=O)OCC(=O)NC2CCCCCC2)cc(OC)c1OC do in these assays?
K1F lysis inhibition: -0.5%; T cell HTS: inactive; T cell HTS vesicle-bound %: 19

What do the screens show for `O=C(CN1C(=O)NC2(CCc3ccccc32)C1=O)NCc1ccc(Cl)cc1` (stereo not given)?
K1F lysis inhibition: 0.6%[50 µM]; T cell HTS: inactive; T cell HTS vesicle-bound %: 49

How did COc1ccccc1CNC(=O)COC(=O)Cc1ccc(Br)cc1 do in these assays?
K1F lysis inhibition: 3.3%; T cell HTS: inactive; T cell HTS vesicle-bound %: 50

How did COc1cc(C=NNC(=O)c2ccccc2NS(=O)(=O)c2cccs2)cc(OC)c1O do in these assays?
K1F lysis inhibition: 0.1%[50 µM]; T cell HTS: inactive; T cell HTS vesicle-bound %: 56

What do the screens show for `CC(=O)c1ccc(S(=O)(=O)NCCC(=O)NC2CCN(Cc3ccccc3)CC2)cc1`?
K1F lysis inhibition: 2.3%; T cell HTS: inactive; T cell HTS vesicle-bound %: 49

How did CCOc1ccccc1OCCCC(=O)N1CCN(S(=O)(=O)c2ccc(Cl)cc2)CC1 do in these assays?
K1F lysis inhibition: 0.2%[50 µM]; T cell HTS: inactive; T cell HTS vesicle-bound %: 53

What do the screens show for `Cc1cc(=O)[nH]c2sc(C(=O)N3c4ccccc4CC3C)c(N)c12` (stereo not given)?
K1F lysis inhibition: -1.6%; T cell HTS: inactive; T cell HTS vesicle-bound %: 23

Results for CC[C@@H]1C=C(C(=O)O)[C@H](c2ccc(Br)cc2)N1S(=O)(=O)c1ccc(C)cc1 ?
K1F lysis inhibition: 0.1%; T cell HTS: inactive; T cell HTS vesicle-bound %: 15

Results for CC1CC(C)CN(C(=O)COC(=O)c2ccc3c(c2)OCCO3)C1 (stereo not given) ?
K1F lysis inhibition: -0.2%; T cell HTS: inactive; T cell HTS vesicle-bound %: 34

Results for O=C(CCCN1C(=O)/C(=C/c2ccccc2OC(F)F)SC1=S)Nc1cccnc1 ?
K1F lysis inhibition: 0.7%; T cell HTS: inactive; T cell HTS vesicle-bound %: 46

Results for O=C1CN(S(=O)(=O)c2ccc(F)cc2)CCN1 ?
K1F lysis inhibition: -1.6%; T cell HTS: inactive; T cell HTS vesicle-bound %: 29

How did C=CC[C@H](CC(=O)N(CCO)Cc1ccccc1)C(=O)N[C@@H](COC(=O)[C@@H](CC=C)CC(=O)OC(C)(C)C)Cc1c[nH]c2ccccc12 do in these assays?
K1F lysis inhibition: -0.8%; T cell HTS: inactive; T cell HTS vesicle-bound %: 10

How did O=C(Nc1cccc(S(=O)(=O)NC2=NCCC2)c1)c1cn(-c2ccccc2)nc1-c1ccc(F)cc1 do in these assays?
K1F lysis inhibition: 0.9%[50 µM]; T cell HTS: inactive; T cell HTS vesicle-bound %: 26

What do the screens show for `COc1cc2nc(CN3CCN(S(=O)(=O)c4ccccc4C(F)(F)F)CC3)[nH]c(=O)c2cc1OC`?
K1F lysis inhibition: -0.6%; T cell HTS: inactive; T cell HTS vesicle-bound %: 13

Results for COc1ccc(NC(=O)c2ccc3c(c2)OCO3)cc1S(=O)(=O)N1CCOCC1 ?
K1F lysis inhibition: -0.5%[50 µM]; T cell HTS: inactive; T cell HTS vesicle-bound %: 48

How did COC(=O)[C@]1(C)N[C@H](CN(C)S(=O)(=O)c2ccc(OC)cc2)[C@@H]2C(=O)N(C)C(=O)[C@@H]21 do in these assays?
K1F lysis inhibition: -0.1%; T cell HTS: inactive; T cell HTS vesicle-bound %: 9

Only part of the results is shown; rates above refer to the full screens.
